High-throughput results from PubChem.
Vc quorum ag = quorum light induction in luxS cqsA deficient V. cholerae | activation, % at 18.7 µM | AID 588436 | V. cholerae BH1578 lux reporter, luminescence, 6 h | 350,000 tested, 0.16% active; in the data active = activation mostly above about 9.7%, no sharp cut-off; inconclusive = no clear call, values can overlap the other calls; inactive = mostly below about 3.7%; note: not every result past the cut was called active; inactives centre near 0; reference of the scale not given here
PrPC TRFRET = inhibitors of human cell surface prion protein PrPC. TR-FRET read-out. inhibition, % at 13.8 µM. 370,000 tested, 0.43% active; in the data active = inhibition above about 24%; note: 0% = median of the test wells and 100% = reference compound wells
SSB-PriA inh = blocks PriA binding to SSB C-terminal tail. AlphaScreen SSBct-PriA binding, biotinylated peptide. inhibition, % at 33 µM. 430,000 tested, 0.6% active. AID 1272365; in the data active = inhibition mostly above about 37%, no sharp cut-off; inactive = mostly below about 20%;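 note: plate controls were negative control peptide for no effect and reference peptide for full effect; strong numbers were not always called active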
TcdB GH inh = blocks C. difficile toxin B glycohydrolase activity | inhibition, % at 9.99 µM | TcdB glycohydrolase enzymatic assay, plate reader | P18177 | 350,000 tested, 0.24% active; in the data active = inhibition above about 10%
SARS 3CLpro inh = SARS-CoV 3CLpro protease inhibition; recombinant SARS-CoV 3CLpro, quenched FRET peptide cleavage; inhibition, % at 6 µM; 290,000 tested, 0.14% active; in the data active = inhibition above about 12%
Anthrax LF prot = inhibitors of Bacillus anthracis lethal factor protease | 360,000 tested, 0.12% active | inhibition, % at 10 µM | AID 588501 | multiplex microsphere protease cleavage assay, LF; note: plate controls were buffer without enzyme for full effect and enzyme alone for no effect
Target sequence (P15917 whole entry, looked up): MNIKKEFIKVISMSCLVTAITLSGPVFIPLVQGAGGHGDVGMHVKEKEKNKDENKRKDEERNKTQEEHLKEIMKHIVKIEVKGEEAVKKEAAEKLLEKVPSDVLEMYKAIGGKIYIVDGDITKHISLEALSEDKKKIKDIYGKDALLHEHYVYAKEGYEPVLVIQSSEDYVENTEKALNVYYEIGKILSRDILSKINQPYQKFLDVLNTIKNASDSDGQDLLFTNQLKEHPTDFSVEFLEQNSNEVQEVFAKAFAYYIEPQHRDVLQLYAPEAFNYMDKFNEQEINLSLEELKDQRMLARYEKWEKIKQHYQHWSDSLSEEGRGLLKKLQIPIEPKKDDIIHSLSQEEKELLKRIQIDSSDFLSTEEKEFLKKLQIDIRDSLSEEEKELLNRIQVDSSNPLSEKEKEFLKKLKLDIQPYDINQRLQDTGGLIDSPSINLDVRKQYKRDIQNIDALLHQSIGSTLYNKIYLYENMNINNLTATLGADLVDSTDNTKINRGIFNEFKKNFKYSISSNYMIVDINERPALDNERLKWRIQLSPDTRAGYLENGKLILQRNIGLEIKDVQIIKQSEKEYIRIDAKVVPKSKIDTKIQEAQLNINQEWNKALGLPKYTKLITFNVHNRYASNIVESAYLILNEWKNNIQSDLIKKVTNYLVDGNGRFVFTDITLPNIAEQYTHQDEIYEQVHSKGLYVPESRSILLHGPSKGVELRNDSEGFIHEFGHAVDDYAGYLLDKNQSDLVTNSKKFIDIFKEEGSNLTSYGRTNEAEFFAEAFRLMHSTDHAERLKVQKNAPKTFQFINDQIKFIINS
BoNT-A LC inh2 = blocks Botulinum neurotoxin A light chain protease | multiplex microsphere protease substrate cleavage, flow cytometry | inhibition, % at 10 µM | 360,000 tested, 0.17% active; note: plate controls were buffer without enzyme for full effect and enzyme alone for no effect
Yp Topo-I inh = blocks Yersinia pestis topoisomerase I activity; Y. pestis Topo-I cleavage product accumulation, plate reader; 360,000 tested, 0.064% active; activity, % at 10 µM; in the data active = activity above about 50%, passing the limit was not always enough; inconclusive = no clear call, values can overlap the other calls; note: inactives centre near 2
PfHsp40 rescue = restores yeast growth despite PfHsp40 toxicity. S. cerevisiae expressing PfHsp40, growth rescue, ATP luminescence. 340,000 tested, 0.68% active. growth rescue, % at 12.5 µM; in the data active = growth rescue above about 28%, passing the limit was not always enough; inconclusive = no clear call, values can overlap the other calls;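 note: yeast W303a lacking pdr1 and pdr3 grown in galactose medium; growth measured after three days at 30 °C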
Numbers without * were called inactive; i = inactive; ? = inconclusive; . = not tested or not shown. Cut-off read from the data, not from the text of the source, unless noted: active = inhibition above about 30%; inconclusive = no clear call, values can overlap the other calls; inactive = below that.

SMILES	Vc quorum ag	PrPC TRFRET	SSB-PriA inh	TcdB GH inh	SARS 3CLpro inh	Anthrax LF prot	BoNT-A LC inh2	Yp Topo-I inh	PfHsp40 rescue
COc1ccc(C(=O)COC(=O)CCC(=O)Nc2ccc(C(C)=O)cc2)cc1	i	-10	-17	0.6	3	-1	0.6	-2	0.9
CC(=O)OCC(=O)C1(O)CCC2C3CCC4C(OC(C)=O)C(=O)CCC4(C)C3C(=O)CC21C (stereo unspecified)	-6.8	-1	0	1.7	.	-7	0.2	2	-1.0
O=C(COC(=O)c1cc(=O)[nH]c2ccccc12)Nc1nc(-c2cccc(Br)c2)cs1	-0.2	-4	0	0.2	2	-2	-0.3	-5	-0.2
CCOCCCNC(=S)N(CCN(C)C)Cc1cc2cc3c(cc2[nH]c1=O)OCCO3	i	-2	-4	0.4	0	-24	1.3	7	-1.4
COc1ncnc(OC)c1S(=O)(=O)Nc1ccc(C(F)(F)F)cc1	0.1	-1	-7	1.4	2	6	-2.2	-6	0.1
COc1cccc(NC(=O)C2CC(=O)N=C(N)S2)c1 (stereo unspecified)	i	4	.	.	-3	2	1.1	6	-0.2
COc1ccc(NC(=O)C2CCCN(C(=O)c3ccc(Cl)cc3)C2)cc1S(=O)(=O)N(C)C (stereo unspecified)	-2.1	-5	-4	-0.9	.	3	0.3	11	0.2
CN1C(=O)/C(=C/c2ccccc2F)Sc2ccc(C(=O)N3CCCC3)cc21	-0.4	3	-4	2.4	2	0	-2.5	47	0.1
O=C(COc1ccc(Cl)cc1Cl)NC1CC1	i	1	.	0.7	.	6	-0.4	-6	.
O=C(CNC(=O)c1ccc(Cl)cc1)OCn1nnc2ccccc2c1=O	i	-7	-19	0.7	.	-1	-0.5	12	-1.4
CCC(=O)c1cn(CC(=O)Nc2ccc(OC)cc2)c2ccccc12	-0.9	8	-1	2.0	2	1	-0.5	1	0.3
Cn1c(=O)c2cc(S(=O)(=O)NC(C(=O)N3CCCCCC3)c3ccccc3)ccc2n(C)c1=O (stereo unspecified)	-0.1	0	-10	0.1	0	4	0.3	12	0.3
CC(=O)Nc1ccccc1C(F)(F)F	-1.3	-2	5	1.1	-1	-11	4.4	-7	-2.6
O=[N+]([O-])c1cccc(-c2nnn(C34CC5CC(CC(C5)C3)C4)n2)c1	i	-8	-6	.	-1	-6	-0.6	-1	-0.3
O=C(CCNC(=O)c1ccc(Br)cc1)Nc1cccc(S(=O)(=O)N2CCCCCC2)c1	i	-2	-5	-0.9	.	0	-1.8	9	0.6
O=C(c1ccc(CS(=O)(=O)c2cccc(C(F)(F)F)c2)o1)N1CCN(c2ccccn2)CC1	-0.2	4	-18	.	2	0	?	3	0.2
CCCCOC(=O)CSc1nnc(-c2ccc(Cl)cc2Cl)o1	.	0	-55	.	-5	-2	-0.1	-3	1.2
S=C(N/N=C/c1ccc2ncccc2c1)Nc1cccnc1	i	-13	.	0.2	-1	-5	-0.7	1	1.4
CC(=O)N1c2ccccc2C2CCCC[C@H]21 (stereo partly specified)	-0.4	-2	-7	1.1	.	-7	-0.5	5	0.3
COc1ccc(OCC(=O)N2CCN(C(C)C)CC2)cc1	i	6	-4	.	-1	-2	0.3	7	-2.0
COc1ccc(NC(=O)c2[nH]c(C)c(C(C)=O)c2C)cc1	-0.7	-1	6	4.9	-2	-3	-2.0	-11	0.5
COc1ccc(CNC(=O)CN(C(=O)c2csnn2)c2cccc3c2CCCC3)cc1	-0.3	10	-2	-0.8	-5	0	-2.2	16	0.6
O=C(c1cccc(Cl)c1)N1CCC(C(=O)N2CCN(Cc3ccccc3)CC2)CC1	i	4	4	3.3	3	-1	-1.4	20	-0.5
COc1ccc(CN(C)CC(=O)NC(=O)NC2CCCCC2)cc1	-3.1	8	-17	-6.6	.	-1	-0.5	22	-1.8
C=CCOC(=O)C(=O)/C=C/c1csc2ccccc12	-0.6	-3	10	1.4	1	1	2.4	1	0.4
CC(=O)Nc1cc2c(cc1NC(=O)c1cnccn1)OCCO2	-7.7	-6	1	.	2	0	-0.1	11	0.2
N#Cc1c(SCC(=O)Nc2nc3ccccc3s2)sc2c(O)cc(=O)[nH]c12	-0.2	0	4	0.9	.	-3	-0.3	-13	-2.0
COc1ccc(N2CCN(CCCNC(=O)CC3Oc4ccc(C)cc4NC3=O)CC2)cc1 (stereo unspecified)	-0.4	-9	31	0.5	0	-5	-1.0	10	0.8
COc1ccc(N(C(=O)c2ccn[nH]2)C(C(=O)NC(C)(C)C)c2ccc(F)cc2)cc1 (stereo unspecified)	2.8	3	-3	.	-1	-2	1.4	-4	0.5
CC1CCCC(NC(=O)c2n[nH]c(=O)c3ccccc23)C1C (stereo unspecified)	-0.7	3	-4	0.2	3	-6	-0.8	3	1.7
O=C(OCC(=O)N1CCC(Cc2ccccc2)CC1)c1cc(Br)ccc1O	-2.6	0	-11	1.5	.	-3	-0.2	0	2.3
Cc1noc(C)c1COc1cccc(C(=O)Nc2ccc(Br)cc2F)c1	-1.4	11	-16	1.1	.	-8	-4.8	34	3.1
CCCOc1nc2c(c(=O)n(C)c(=O)n2C)n1Cc1cccc2ccccc12	-0.4	8	7	.	-1	-3	0.3	10	-0.4
CCCc1cc(=O)n2[nH]c(SCc3ccc(Cl)cc3)nc2n1	-0.6	0	1	1.7	2	3	1.9	-7	-2.7
O=C1C2CCCN2C(c2ccc(F)cc2)N1c1ccc(Cl)cc1 (stereo unspecified)	-0.2	0	-16	0.8	1	-1	-1.2	6	-0.7
CC(C)NC(=O)c1ccc(-c2cc(C(F)(F)F)ccc2Cl)o1	-1.7	-5	-16	.	-3	-2	0.0	-3	0.6
Cc1ccc(NC(=O)CCS(=O)(=O)c2ccc(Br)cc2)nc1	-0.8	10	-8	-0.8	-4	0	0.9	1	-0.6
O=C(Nc1ccc(C(O)c2ccccc2)cc1)[C@H]1C[C@H](O)[C@@H](CO)O1 (stereo partly specified)	-0.4	4	.	1.1	.	-3	-0.2	1	.
O=C(OCc1cccs1)c1ccccc1NS(=O)(=O)c1ccc2c(c1)OCCO2	i	7	-19	.	5	-3	0.1	3	1.7
Cc1c(C(=O)Nc2ccc(F)cc2)cn2c(nc3ccccc32)c1C#N	i	-1	11	0.4	6	-1	-0.9	1	-1.4
COc1cc(Cl)c(C)cc1NC(=O)c1cc(S(=O)(=O)N(C)C)ccc1N1CCCC1	-0.2	5	-7	.	0	-2	0.0	-4	1.7
COc1ccc(NS(=O)(=O)c2cccc(NC(=O)C3=NN(c4ccccc4)C(=O)CC3)c2)cc1	0.0	11	10	2.2	9	0	-0.4	6	1.6
CCOc1cc(C2C(C#N)=C(N)Oc3n[nH]c(CC)c32)ccc1OCCN1CCOCC1 (stereo unspecified)	-0.4	-6	7	.	2	1	2.2	3	-1.1
C[C@@H]1CN([C@H](C)CO)C(=O)CCCn2nncc2CO[C@@H]1CN(C)S(=O)(=O)c1ccc(C#N)cc1	-1.1	2	.	-0.9	.	-1	-0.3	-1	.
Cc1ccc(S(=O)(=O)N(C)CC(=O)N2CCCC2)cc1	-1.4	4	-12	.	-5	-3	0.4	-4	0.3
Cc1cc(NC(=O)CSc2nc(C3CCCCC3)nc3ccccc23)no1	-0.3	14	-10	.	-10	-2	-0.1	28	0.3
COc1ccccc1CNC(=O)C(C)n1nc(C)n2c(cc3occc32)c1=O (stereo unspecified)	-0.1	7	4	-0.5	0	-2	0.8	4	-1.1
COc1ccc(N(CC(=O)Nc2ccccc2OC)S(=O)(=O)c2ccc(NC(C)=O)cc2)cc1	i	14	-7	1.8	-1	4	1.0	-1	0.5
COCC(C)n1c(C)cc(C(=O)CSc2nnc(Nc3ccccc3F)s2)c1C (stereo unspecified)	12	12	30	.	1	1	-0.6	25	3.2
Cc1ncoc1C(=O)NC1CC(C)(C)Cc2c1cnn2-c1ccc(F)cc1 (stereo unspecified)	-1.4	10	-20	1.4	-4	-1	0.1	-5	0.4

Some of the entries so far, as comma-separated lines:
canonical_smiles,Vc quorum ag,PrPC TRFRET,SSB-PriA inh,TcdB GH inh,SARS 3CLpro inh,Anthrax LF prot,BoNT-A LC inh2,Yp Topo-I inh,PfHsp40 rescue
Cc1ccc(S(=O)(=O)N(C)CC(=O)N2CCCC2)cc1,-1.4,4,-12,.,-5,-3,0.4,-4,0.3
COc1ccc(NS(=O)(=O)c2cccc(NC(=O)C3=NN(c4ccccc4)C(=O)CC3)c2)cc1,0.0,11,10,2.2,9,0,-0.4,6,1.6
C[C@@H]1CN([C@H](C)CO)C(=O)CCCn2nncc2CO[C@@H]1CN(C)S(=O)(=O)c1ccc(C#N)cc1,-1.1,2,.,-0.9,.,-1,-0.3,-1,.
Cc1cc(NC(=O)CSc2nc(C3CCCCC3)nc3ccccc23)no1,-0.3,14,-10,.,-10,-2,-0.1,28,0.3
COc1cc(Cl)c(C)cc1NC(=O)c1cc(S(=O)(=O)N(C)C)ccc1N1CCCC1,-0.2,5,-7,.,0,-2,0.0,-4,1.7

Following part
SMILES	Vc quorum ag	PrPC TRFRET	SSB-PriA inh	TcdB GH inh	SARS 3CLpro inh	Anthrax LF prot	BoNT-A LC inh2	Yp Topo-I inh	PfHsp40 rescue
Cc1c(NC(=O)CN2CCN(C(c3ccccc3)c3ccccc3)CC2)c(=O)n(-c2ccccc2)n1C	i	-8	-18	.	-8	-3	0.1	22	-0.1
Cn1cccc1CC(=O)N/N=C/c1ccc(C(C)(C)C)cc1	-0.4	6	i	-0.2	0	1	0.2	-6	1.5
Cc1nccn1Cc1cccc2ccccc12	-0.4	4	3	0.6	7	0	-0.4	-1	-0.4
CCCCN(Cc1cc2cc(OC)ccc2[nH]c1=O)S(=O)(=O)c1ccc(C)cc1	-0.2	18	-7	1.5	1	-4	0.0	26	2.3
CCCCCOc1ccc(C(O)C(CN2CCOCC2)c2ccccc2)cc1 (stereo unspecified)	-0.7	3	-14	0.1	5	10	-2.3	33	0.0
CCC(c1nnc(SCC(=O)NCCc2ccc(OC)c(OC)c2)n1Cc1ccccc1)N(C)C (stereo unspecified)	i	-3	-8	0.5	4	-6	0.3	14	-1.6
CC1=C(C(=O)N2CCOCC2)CC(CC(=O)NCCc2ccccn2)C(=O)N1Cc1ccccc1 (stereo unspecified)	.	-3	.	1.3	.	-9	-0.1	.	.
[O-][N+]1=c2ccc(Nc3ccccc3)cc2=NC12CCCCC2	-1.4	-10	57*	.	4	-8	-1.4	-3	0.0
Cc1ccc(C(=O)NN2CC(O)=C(c3nc(-c4cccc([N+](=O)[O-])c4)cs3)C2=N)cc1	-0.4	0	-16	0.0	4	-2	-0.3	3	-1.0
COc1cc2sc3ccc(-c4ccc5[nH]ccc5c4)cc3c(=O)c2cc1OC	-5.9	6	-25	.	.	3	1.3	-4	-1.1
CCCCn1c2nc3ccccc3nc2c2c(=O)n(CCC)cnc21	i	3	-3	.	-5	-2	1.6	0	0.9
CCN(CC)C1=CC(=[N+]2CCCC2)CC(C)(C)C1	i	5	4	.	4	2	-0.5	0	-0.1
COc1ccccc1NC(=O)C(=O)N/N=C(\C)CC(=O)Nc1ccccc1C(F)(F)F	i	7	.	0.4	4	-2	-0.7	9	-0.9
OC[C@@H]1CN(Cc2ccco2)C[C@H](n2cnc3c(NC4CCCC4)ncnc32)O1	-6.4	3	.	0.8	.	-2	-0.2	2	.
CCC(C)NC(=S)N1CCN(C(c2ccccc2)c2ccccc2)CC1 (stereo unspecified)	-0.2	2	-10	.	-1	-3	-0.4	14	2.1
O=C(NC(Cc1c[nH]c2ccccc12)C(=O)Nc1ccc(F)c([N+](=O)[O-])c1)c1cccs1 (stereo unspecified)	-0.4	-26	20	.	0	-2	-0.9	-19	3.0
CCOC(=O)[C@]12CCCC=C1N(Cc1cccc3ccccc13)C(=O)[C@H](CC(=O)NCc1ccc(OC)c(OC)c1)C2	.	1	.	1.5	.	-10	0.1	.	.
C/C(=N\NC(=O)C(NC(=O)c1ccccc1)C(C)C)c1ccccc1 (stereo unspecified)	-0.3	3	.	.	-4	0	0.4	-2	1.0
COC(=O)c1ccc(COc2ccc3c(C)c(C)c(=O)oc3c2C)o1	5.6	.	0	.	-1	.	.	.	-0.2

This is a subset; the hit share may differ from the screen's.
